Screening data deposited in PubChem by National Center for Advancing Translational Sciences (NCATS).
RORg inh: qHTS for inhibitors of ROR gamma transcriptional activity; hit rate 5.4% among 310,000; Potency, µM (titrated, usually from 53.6 µM), for inactives: top-dose activity change, negative = inhibition, actives largely listed as inhibitors; Drosophila S2 Gal4-RORgamma UAS-luciferase reporter, 20 h; note: potency is the fitted concentration of half-maximal effect; % is set by controls: 0 for no effect and ±100 for the full control effect; nearly all actives have a fitted effect of over 60% in size
Target sequence (P51450 whole entry, looked up, the tested form may be a part): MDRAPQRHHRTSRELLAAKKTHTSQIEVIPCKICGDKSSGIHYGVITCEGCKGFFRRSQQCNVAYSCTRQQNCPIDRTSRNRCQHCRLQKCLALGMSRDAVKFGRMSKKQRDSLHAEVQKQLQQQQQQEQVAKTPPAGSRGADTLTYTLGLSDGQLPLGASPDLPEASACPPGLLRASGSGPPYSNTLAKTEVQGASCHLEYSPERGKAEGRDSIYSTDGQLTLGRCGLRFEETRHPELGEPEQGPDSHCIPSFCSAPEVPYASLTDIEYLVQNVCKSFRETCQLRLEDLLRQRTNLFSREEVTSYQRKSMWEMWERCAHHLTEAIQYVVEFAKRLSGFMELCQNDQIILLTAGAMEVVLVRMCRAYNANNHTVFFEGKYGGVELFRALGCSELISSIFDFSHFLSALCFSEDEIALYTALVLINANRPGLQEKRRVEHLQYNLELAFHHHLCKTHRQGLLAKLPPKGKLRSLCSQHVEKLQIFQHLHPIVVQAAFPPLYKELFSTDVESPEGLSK
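Using a luciferase readout, inhibitors were identified by reduced reporter activity in Drosophila cells coexpressing a copper-inducible Gal4–ROR gamma fusion and UAS-driven Photinus luciferase, incubated 20 hr after 700 uM copper sulfate.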
FLuc counter: qHTS profiling assay for firefly luciferase inhibitor/activator using purifed enzyme and Km concentrations of substrates (counterscreen for miR-21 project); Luciferin 4-monooxygenase (Photinus pyralis), P08659; purified FLuc, Km substrates, luminescence inhibition; Potency, µM (titrated, usually from 57.5 µM), for the others: top-dose activity change, negative = inhibition, most hits filed as inhibitors; hit rate 6.9% among 360,000;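 note: potency is the fitted concentration of half-maximal effect; plate controls were vehicle for no effect and reference inhibitor for full effect; nearly all actives have a fitted effect of over 55% in size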
Target sequence (P08659 whole entry, looked up): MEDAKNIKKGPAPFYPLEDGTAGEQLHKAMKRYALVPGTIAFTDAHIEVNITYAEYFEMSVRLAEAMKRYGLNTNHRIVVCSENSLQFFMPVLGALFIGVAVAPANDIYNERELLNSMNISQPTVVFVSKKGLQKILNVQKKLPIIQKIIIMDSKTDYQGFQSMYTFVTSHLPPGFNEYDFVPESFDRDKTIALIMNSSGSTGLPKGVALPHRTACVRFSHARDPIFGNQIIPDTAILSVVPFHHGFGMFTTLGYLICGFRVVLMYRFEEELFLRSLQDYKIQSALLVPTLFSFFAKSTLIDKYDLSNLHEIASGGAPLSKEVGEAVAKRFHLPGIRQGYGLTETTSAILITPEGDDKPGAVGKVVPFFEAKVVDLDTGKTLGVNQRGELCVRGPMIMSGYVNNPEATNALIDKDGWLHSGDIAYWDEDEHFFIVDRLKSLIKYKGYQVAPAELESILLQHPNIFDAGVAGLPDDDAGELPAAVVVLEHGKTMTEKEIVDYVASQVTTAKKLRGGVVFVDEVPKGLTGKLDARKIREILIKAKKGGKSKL
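Purified P. pyralis luciferase, 10 nM final, with Km-level 10 uM D-luciferin and 10 uM ATP in 50 mM Tris acetate pH 7.5, 10 mM Mg acetate, 0.01% Tween-20, 0.05% BSA; 6-point qHTS titration about 60 µM downward; luminescence read.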
p53 reactivator: qHTS assay for re-activators of p53 using a Luc reporter | Potency, µM (series often up to 92.2 µM), for inactives: top-dose activity change, positive = activation, most hits filed as activators | AID 504706, 2011 | H1299 p53-A138V BP100-luciferase reporter, luminescence, 24 h | hit rate 0.063% among 320,000; note: potency is the fitted concentration of half-maximal effect; % of control where 0% means no effect; nearly all actives have a fitted effect of over 45% in size
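H1299 (p53-null), stable ts p53-A138V + BP100-Luc; 1000 cells/well, Opti-MEM/10% FBS; cpd 4 pt, 1:5; 24 h, 37 deg C, 5% CO2; detection reagent 10 min RT; luminescence.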
VP16 counter: VP16 counterscreen qHTS for inhibitors of ROR gamma transcriptional activity | AID 2546, 2010 | hit rate 3.5% among 310,000 | Potency, µM (doses to about 53.6 µM), without a hit: at the top dose activity, negative = inhibition, most hits filed as inhibitors | Drosophila S2 Gal4-VP16 UAS-luciferase, luminescence, 20 h;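 note: Gal4-VP16 expression switched on by copper sulfate through the metallothionein promoter; potency is the fitted concentration of half-maximal effect; % is set by controls: 0 for no effect and ±100 for the full control effect; nearly all actives have a fitted effect of over 50% in size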
ELG1 genotoxic: qHTS screen for small molecules that induce genotoxicity in human embryonic kidney (HEK293T) cells expressing luciferase-tagged ELG1; HEK293T ELG1-luciferase reporter, luminescence, 16 h; Potency, µM (highest dose often 46 µM), for inactives: top-dose activity change, positive = activation, actives largely listed as activators; hit rate 1.3% among 330,000; AID 504466, 2011; note: potency is the fitted concentration of half-maximal effect; % of control where 0% means no effect; nearly all actives have a fitted effect of over 60% in size
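Genotoxicity was scored as increased ELG1-luciferase reporter signal, measured by ONE-Glo luminescence (30 min, room temperature). Compound or vehicle exposure of the HEK293T reporter cells lasted 16 hr at 37°C.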
BRCA1 expr act: qHTS Assay to Identify Small Molecule Activators of BRCA1 Expression; MCF7-BRCA1-FFLuc reporter, luminescence, 48 h; response scale: scaled: vehicle 0%, 10 µM genistein 100%; hit rate 1.1% among 380,000; Potency, µM (titrated, usually from 46.1 µM), inactives show at the top dose activation, usual class: activators; note: potency is the fitted concentration of half-maximal effect; nearly all actives have a fitted effect of over 80% in size; some results filed as inactive show a strong effect at the top dose
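Luminescence from a BRCA1-driven firefly luciferase in MCF7 cells was the read-out, taken 15 min after substrate addition following 48 h compound exposure at 37 °C. Data were normalized to a 10 microM genistein control and DMSO vehicle.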
NPC1 promoter act: qHTS Assay for NPC1 Promoter Activators. Huh7 NPC1 promoter luciferase reporter, 24 h. Potency, µM (series often up to 9.22 µM), for inactives: at the highest dose activation, most hits filed as activators. hit rate 2.4% among 320,000. AID 485313, 2010;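 note: potency is the fitted concentration of half-maximal effect; % of control where 0% means no effect; nearly all actives have a fitted effect of over 60% in size; reporter is driven by a mutant NPC1 promoter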
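Luminescence read-out of NPC1 promoter-driven luciferase in stably transfected Huh7 cells; compounds delivered in DMSO and left 24 h at 37C, 5% CO2, qHTS titration format.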
TRPV1 agonist: HTS Assay for Compounds that Act as Agonists of the Vanilloid Receptor 1; activation, % at 8.33 µM; Transient receptor potential cation channel subfamily V member 1 (Homo sapiens), Q8NER1; AID 540275, 2011; TRPV1-expressing cells, Fluo-8 calcium influx, agonist mode; hit rate 0.19% among 320,000; in the data active = activation above about 80%; inconclusive = between about 30% and that limit; note: 0% is about no effect
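TRPV1-expressing cells were cultured overnight at 35.5C and loaded with Fluo-8 calcium dye for 40 to 90 min at room temperature. After a 10 s baseline, compound was added and calcium influx was read kinetically for 3 min (ex 480/em 520 nm).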
Rab9 promoter act: qHTS Assay for Rab9 Promoter Activators | hit rate 2.8% among 320,000 | Potency, µM (titrated, usually from 9.22 µM), without a hit: top-dose activation, negative = inhibition, actives largely listed as activators | Huh7 Rab9 promoter-luciferase reporter, luminescence, 24 h; note: potency is the fitted concentration of half-maximal effect; % of control where 0% means no effect; nearly all actives have a fitted effect of over 60% in size
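Luciferase signal after 10 min detection reagent at ambient indicates Rab9 promoter upregulation; stably transfected Huh7 cells were treated 24 h with compound in DMSO at 37 °C, 5% CO2.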
Tb PFK inh: qHTS Assay to Find Inhibitors of T. brucei phosphofructokinase. ATP-dependent 6-phosphofructokinase (Trypanosoma brucei brucei), O15648. T. brucei PFK, ADP-Glo luminescence. Potency, µM (doses to about 57.5 µM), for inactives: top-dose activity, negative = inhibition, usual class: inhibitors. hit rate 0.17% among 330,000;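 note: potency is the fitted concentration of half-maximal effect; 0% = uninhibited 1x PFK enzyme wells and -100% = no-enzyme wells; nearly all actives have a fitted effect of over 60% in size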
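PFK 1.25 nM, F6P 0.5 mM, ATP 0.1 mM, 0.1 M TEA pH 8.0, 5 mM MgCl2, 0.01% Tween20, 0.1% BSA; 45 min RT. ADP-Glo readout. qHTS titration up to 57 uM; curves fitted, compounds curve-classed.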
ELG1 DNA repair: qHTS screen for small molecules that inhibit ELG1-dependent DNA repair in human embryonic kidney (HEK293T) cells expressing luciferase-tagged ELG1 | HEK293T ELG1-luciferase reporter, luminescence, 16 h; DNA damage induced by 5-fluorouridine | AID 504467, 2011 | Potency, µM (highest dose often 46.1 µM), for the others: at the top dose activity change, negative = inhibition, actives largely listed as inhibitors | hit rate 2.3% among 330,000; note: potency is the fitted concentration of half-maximal effect; % is set by controls: 0 for no effect and ±100 for the full control effect; nearly all actives have a fitted effect of over 55% in size
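Quantitative HTS, concentration-response format. 2,000 cells/well co-treated with 5-fluorouridine and compound, 16 hr in 5% CO2 at 37 °C; ONE-Glo luminescence read after 30 min.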
Numbers without * were called inactive; ? = inconclusive; · = not tested or not shown; [ ] = dose if it differs, or a comment. Unless noted, calls come from the whole dose curve; as a rule, active = well fitted curve in the direction sought with a large enough effect; inconclusive = small, poorly fitted or top-dose-only effect, or another doubt; inactive = no such curve, though single readings can be large; an effect the other way counts as inactive or inconclusive.

SMILES	RORg inh	FLuc counter	p53 reactivator	VP16 counter	ELG1 genotoxic	BRCA1 expr act	NPC1 promoter act	TRPV1 agonist	Rab9 promoter act	Tb PFK inh	ELG1 DNA repair
COc1ccc(CC(=O)NCc2ccc(Cl)cc2)cc1S(=O)(=O)N1CCOCC1	·	2%	-2%	·	-3%	-12%	1%	3	0%	-3%	3%
Cc1ccc(NC(=O)CN2C(=O)S/C(=C\c3cccn3-c3cccc(C(=O)O)c3)C2=O)c(C)c1	20%	?	3%	6%	1%	7%	-3%	-2	-2%	-11%	4%
CN(Cc1ccccc1)C(=O)c1[nH]cnc1C(=O)Nc1ccon1	·	2%	-4%	·	-1%	7%	4%	1	2%	1%	14%
O=C(Nc1ccc(-c2nc3cc(Cl)ccc3o2)cc1)C1CCCO1 (centres undefined)	-32%	1.2µM*	?	?	18µM*	17%	0.79µM*	1	0.5µM*	0%	?
CC(NC(=O)c1cccnc1)C(=O)N1CCCCC1 (centres undefined)	-25%	-1%	20%	-6%	0%	-7%	-4%	1	-3%	1%	13%
COc1cc(OC)nc(Oc2ccccc2C(=O)Oc2ccc(Cl)cc2)n1	1%	-1%	1%	0%	-3%	-37%	5%	-1	0%	-4%	0%
CCC(C)c1ccc(NC(=O)C2CC2)cc1 (centres undefined)	?	15µM*	?	22%	?	?	16%	3	29%	-4%	?
COc1ccccc1CNC(=O)c1cc(C(C)=O)c[nH]1	5%	2%	-1%	8%	1%	4%	1%	-4	0%[1.84 µM]	0%	?
COc1ccc(S(=O)(=O)Nc2nc3n(n2)C(c2ccc(Cl)cc2)CC(=O)N3)cc1 (centres undefined)	-1%	2%	-20%	0%	-1%	0%	-1%	-4	-5%	-7%	3%
CC(=O)c1cccc(OCc2cc(C(=O)N(C)CCc3ccccn3)no2)c1	32%	1%	2%	-5%	-3%	17%	4%	3	13%	-7%	-3%
O=C1CNC(=O)/C1=C\N1CCCCC1	-16%	-1%	-10%	-1%	1%	-4%	-3%	-1	-4%	4%	14%
Cc1ccc(S(=O)(=O)N2CCN(C(=O)CSc3ncc(C(F)(F)F)cc3Cl)CC2)cc1	?	11%	1%	-10%	-3%	-73%	-3%	4	0%	-1%	?
O=C(CSc1nccn1Cc1ccco1)Nc1ccccc1C(F)(F)F	31%	-16%	-3%	?	5%	13%	-3%	6	1%	1%	?
CCS(=O)(=O)c1ncc(Cl)c(C(=O)Nc2ccc(S(=O)(=O)N3CCC(C)CC3)cc2)n1	3.2µM*	-18%	-29%	4.5µM*	-13%	-10%	-47%[inhibitor]	1	-50%[inhibitor]	-16%	?
CCC1SC(=Nc2cccc(C)c2)NC1=O (centres undefined)	20%	-9%	-21%	-1%	3%	2%	0%	6	0%	-13%	13%
CC(=O)Nc1ccc(SC[C@H](Cc2ccccc2)N2CCN(CC(C)C)CCC2=O)cc1	24%	0%	-2%	-3%	-3%	7%	1%	6	-9%	-19%	-16%
O=C(NCc1ccco1)C1CCN(C(=O)c2ccc([N+](=O)[O-])cc2)CC1	0%	4%	25%	0%	0%	-4%	1%	-4	11%	1%	10%
CCn1c(CSCc2ccccc2)n[nH]c1=S	4µM*	-2%	-3%	?	0%	2%	-2%	1	2%	3%	-4%
O=C(O)c1cc(C(=O)C2CCCCC2)c[nH]1	-7%	-6%	0%	7%	8%	-1%	3%	-10	?	-8%	17%
COCC(=O)NC(C)c1nc2ccccc2[nH]1 (centres undefined)	-37%[0.365 µM]	-2%	?	·	-3%	0%	-2%	-3	-1%	-8%	-2%

Look-ups from the entries so far:
CC(=O)c1cccc(OCc2cc(C(=O)N(C)CCc3ccccn3)no2)c1 in FLuc counter → 1%
CCn1c(CSCc2ccccc2)n[nH]c1=S in ELG1 DNA repair → -4%
CCC(C)c1ccc(NC(=O)C2CC2)cc1 (centres undefined) in VP16 counter → 22%
O=C(O)c1cc(C(=O)C2CCCCC2)c[nH]1 in ELG1 DNA repair → 17%

Already shown: 2 of the compounds above.
SMILES	RORg inh	FLuc counter	p53 reactivator	VP16 counter	ELG1 genotoxic	BRCA1 expr act	NPC1 promoter act	TRPV1 agonist	Rab9 promoter act	Tb PFK inh	ELG1 DNA repair
CCC1SC(=Nc2cccc(C)c2)NC1=O (centres undefined)	20%	-9%	-21%	-1%	3%	2%	0%	6	0%	-13%	13%
CC(=O)Nc1ccc(SC[C@H](Cc2ccccc2)N2CCN(CC(C)C)CCC2=O)cc1	24%	0%	-2%	-3%	-3%	7%	1%	6	-9%	-19%	-16%

New compounds follow.
SMILES	RORg inh	FLuc counter	p53 reactivator	VP16 counter	ELG1 genotoxic	BRCA1 expr act	NPC1 promoter act	TRPV1 agonist	Rab9 promoter act	Tb PFK inh	ELG1 DNA repair
Cc1ccc(NC(=O)COC(=O)C2CC(=O)N(Cc3ccccc3)C2)cc1S(=O)(=O)N(C)C (centres undefined)	14%	3%	5%	-1%	2%	9%	-5%	6	-3%	0%	-5%
O=C(/C=C/c1ccc(-c2ccccc2[N+](=O)[O-])o1)c1ccco1	?	19µM*	13%	5%	2%	-27%	2%	8	?	-9%	2%
Cc1cc(C(=O)CC#N)c(C)n1-c1ccc(OC(F)F)cc1	?	1%	-13%	?	-8%	-25%	-2%	-1	0%	-1%	?
Cc1ccc(NC(=O)CSCC(=O)N(C)CC(=O)Nc2ccccc2C(F)(F)F)cc1	·	2%	-3%	·	-1%	10%	-4%	4	-7%	0%	4%
OC(CNCc1ccc(Cl)cc1)C(F)(F)F (centres undefined)	13%	2%	9%	0%	-3%	10%	-3%	2	0%	-6%	0%
Cc1nnc(SCC(=O)NC2CCCC2)n1C(C)C	-8%	0%	9%	3%	1%	3%	-5%	4	25%	1%	17%
CCc1ccccc1NC(=O)CSc1nc2[nH]c(=O)cc(O)c2s1	-1%	-3%	4%	-14%	1%	0%	0%	-1	-3%	1%	-2%
CC1C2NC(=O)N(Cc3ccccc3)C1(C)Oc1ccccc12 (centres undefined)	25%	2%	1%	15%	-6%	4%	-1%	2	-6%	-2%	-7%
O=C(Nc1ccccc1C(=O)Nc1ccccn1)c1ccccc1F	?	?	5%	21%	-5%	1%	2%	28	5%	0%	-22%
COc1cccc(C2C(C(=O)c3ccc(C)o3)=C(O)C(=O)N2CCN2CCOCC2)c1OC (centres undefined)	-12%	3%	5%	-2%	8%	-3%	1%	-1	10%	0%	28%
Cc1c(C(=O)N/N=C/C(C)C)[nH]c2ccc([N+](=O)[O-])cc12	?	1%	4%	?	-5%	2%	0%	3	2%	-3%	?
C[C@H](NC(=O)C1CCC(CNC(=O)[C@@H]2CCCN2C(=O)OC(C)(C)C)CC1)C(=O)O (some centres undefined)	-28%	3%	7%	9%	-1%	-17%	-1%	-1	0%	1%	8%
CC(C)[C@H](NC(=O)c1ccccc1)C(=O)OCC(=O)/C=C1/N(C)c2ccccc2C1(C)C	-1%	-2%	2%	?	-6%	-28%	-11%	16	-5%	7%	-27%
CNC(=O)C1CC(=O)N(c2ccc(F)c(Cl)c2)C1 (centres undefined)	-13%	-1%	3%	3%	-1%	1%	0%	1	1%	-8%	12%

Entries above printed as active in NPC1 promoter act:
compound	RORg inh	p53 reactivator	NPC1 promoter act	TRPV1 agonist	Rab9 promoter act	Tb PFK inh
O=C(Nc1ccc(-c2nc3cc(Cl)ccc3o2)cc1)C1CCCO1 (centres undefined)	-32%	?	0.79µM*	1	0.5µM*	0%
